# Screens: PubChem BioAssay, several laboratories
# GSK3A inh: human GSK-3 alpha kinase inhibition. actives 0.1% (n = 320,000). AID 2650. inhibition, % at 10 µM. P49840. ADP-Glo luminescence, 60 min;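 in the data active = inhibition above about 50%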;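 also: GST-tagged GSK-3 alpha with peptide substrate and 25 µM ATP; 0% = DMSO neutral wells and 100% = GW8510 positive control wells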
# Target sequence (P49840 whole entry, looked up): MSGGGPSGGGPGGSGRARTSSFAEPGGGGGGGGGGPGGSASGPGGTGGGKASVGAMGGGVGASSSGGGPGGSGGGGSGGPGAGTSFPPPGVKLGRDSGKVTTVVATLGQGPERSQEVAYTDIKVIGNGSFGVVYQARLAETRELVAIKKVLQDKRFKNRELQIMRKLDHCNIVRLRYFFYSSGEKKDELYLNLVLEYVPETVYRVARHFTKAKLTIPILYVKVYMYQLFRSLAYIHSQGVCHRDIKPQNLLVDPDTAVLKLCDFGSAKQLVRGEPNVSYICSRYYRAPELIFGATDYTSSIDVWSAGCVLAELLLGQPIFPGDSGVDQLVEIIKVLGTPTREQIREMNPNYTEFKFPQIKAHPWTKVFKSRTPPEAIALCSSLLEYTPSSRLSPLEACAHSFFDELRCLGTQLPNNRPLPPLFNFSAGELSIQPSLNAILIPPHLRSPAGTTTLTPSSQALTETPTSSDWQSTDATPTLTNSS
# Platelet DG rel: platelet dense granule release activity; human platelet-rich plasma, SFLLRN dense granule ATP release, luminescence; inhibition, %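 (compounds screened at 7.5 µM in platelet-rich plasma)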; actives 0.22% (n = 300,000);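 active = mean replicate score, as percent of positive control, at or above 50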
# IEC-6 tox: kills IEC-6 intestinal cells in KLF5 counter-screen; inhibition, % at 5 µM; IEC-6 cytotoxicity, luminescence viability; actives 0.78% (n = 290,000); in the data active = inhibition above about 22%;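 also: 0% = plate median of test compound wells and 100% = cytotoxic reference compound wells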
# HSF-1 act: increases HSF-1 driven luciferase reporter signal; NIH3T3-HGL HSF-1 luciferase reporter, MG132, 8 h; 100% = twice DMSO control signal; activation, % at 9 µM; actives 1.7% (n = 300,000); AID 504408;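 active = mean replicate activation of at least 50% with a set share of replicates each reaching 50%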;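 also: 0% = median of the neutral control wells and 100% = twice that signal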
# KLF5 inh: kruppel-like factor 5 inhibition; DLD-1 KLF5 promoter-luciferase reporter, luminescence; inhibition, % at 5 µM; actives 0.23% (n = 290,000); AID 1700;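 active = inhibition above a per-plate limit of that plate's mean compound inhibition plus 3 SD, cut at about 60% in these data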;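 also: 0% = DMSO wells and 100% = LY294002 at 200 µM; higher means less KLF5 promoter-driven luciferase light; inactives centre near -14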
# DYRK1A inh: Dyrk1A (rat) kinase inhibition; ADP-Glo luminescence, NFATc1 peptide; inhibition, % at 12.5 µM; actives 0.43% (n = 310,000); AID 504441; in the data active = inhibition above about 50%;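 also: plate controls were vehicle with enzyme for no effect and no enzyme for full effect; many of its hits are not listed in these tables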
# HSF1 inh: HSF1 inhibition | activity change, negative = inhibition, % at 7.5 µM (by protocol) | AID 2098 | actives 0.77% (n = 300,000) | NIH3T3-HGL HSE-luciferase, MG132-induced, luminescence 8 h; stronger effect = lower value;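 active = more than half of replicate wells show activity change below -50%, luminescence cut by over half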;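 also: luciferase reports HSF-1 transcriptional activity via heat shock element; 0% = median of DMSO wells and -100% = zero luminescence signal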
# GSK3beta inhib: inhibitors of human GSK3beta kinase | P49841 | actives 0.038% (n = 300,000) | GST-GSK3beta kinase, ADP-Glo luminescence, 60 min; stronger effect = lower value | AID 2097 | activity score (negative = inhibition), % at 10 µM;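 active = more than half of replicate wells score below -50%, meaning over 50% inhibition versus plate controls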;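 also: 0% = median DMSO wells and -100% = median GW8510 positive control wells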
# Target sequence (P49841 whole entry, looked up): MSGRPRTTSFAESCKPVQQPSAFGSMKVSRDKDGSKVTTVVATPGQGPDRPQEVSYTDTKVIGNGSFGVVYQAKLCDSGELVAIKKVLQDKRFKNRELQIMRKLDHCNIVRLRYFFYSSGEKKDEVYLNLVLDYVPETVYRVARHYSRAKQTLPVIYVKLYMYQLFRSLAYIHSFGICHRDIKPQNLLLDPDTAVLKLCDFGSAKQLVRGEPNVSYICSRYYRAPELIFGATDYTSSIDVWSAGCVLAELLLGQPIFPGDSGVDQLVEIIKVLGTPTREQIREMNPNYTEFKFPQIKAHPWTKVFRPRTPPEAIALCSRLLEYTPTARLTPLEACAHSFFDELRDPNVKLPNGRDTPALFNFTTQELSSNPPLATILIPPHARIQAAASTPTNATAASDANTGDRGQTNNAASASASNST
#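 Test system: GST-fused GSK3beta enzyme, cell-free | Quantity: 1.6 ng GST-GSK3beta enzyme per well | Reagent: 25 µM ATP with peptide substrate | Schedule: 60 min enzyme reaction, room temperature | Signal: Luminescent ADP-Glo measurement of ADP formed | Read-out basis: Score relative to plate controls | Control set: DMSO and 20 µM GW8510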
# aSyn 5UTR inh: 5' untranslated region of α-synuclein, MLPCN primary screen | AID 1813 | actives 0.82% (n = 300,000) | inhibition, % (tested at 7.5 µM) | alpha-synuclein 5'UTR reporter, inhibitor activity; in the data active = inhibition above about 60%;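 also: H4 neuroglioblastoma cells stably carrying SNCA 5'UTR luciferase fusion; 0% = DMSO wells and 100% = positive control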
# HSP90 refold inh: HSP90 refolding inhibition in rabbit reticulocyte lysate. luciferase refolding luminescence, 3 h. inhibition, % at 5.6 µM. actives 0.91% (n = 290,000). AID 1789;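 active = inhibition above the screen-wide mean plus 3 SD, computed separately per campaign, cut at about 16% in these data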;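 also: 0% = DMSO wells and 100% = 60 µM geldanamycin wells; inhibitors lower the luminescence because luciferase stays unfolded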
# * marks the source's active call; other numbers are inactive results; . = not tested or not shown. The list is partial, so the mix of outcomes need not match the whole.
compound	GSK3A inh	Platelet DG rel	IEC-6 tox	HSF-1 act	KLF5 inh	DYRK1A inh	HSF1 inh	GSK3beta inhib	aSyn 5UTR inh	HSP90 refold inh
CC(C)Oc1cc(-n2c(=S)[nH]c3ccccc3c2=O)c(Cl)cc1Cl	0	-5	-7	5	-16	5	3	1	-35	-1
O=C(O)c1[nH]c(=O)[nH]c(=O)c1F	3	35	-1	-17	7	-6	-15	1	-20	-1
CN(C(=O)Cc1ccc2c(c1)OCO2)C1CCCN(Cc2ccccc2F)C1 (centres undefined)	-1	-1	-4	3	-44	.	8	-1	21	5
CCOCCCN=Cc1c(O)n(Cc2ccccc2)c(=O)[nH]c1=O	2	-4	-2	-15	-19	0	-5	-5	-2	4
COC(=O)C1=C(c2cc3ccccc3s2)C[C@@H]2CC[C@H]1N2C(=O)N1CCC(O)CC1	0	-10	.	-7	.	12	-5	1	5	.
CCOC(=O)C1SC2(C(F)(F)F)CC1(O)c1c(C)cc(C)nc1O2 (centres undefined)	-1	-7	-2	-10	-34	4	-5	-3	14	1
COc1ccc(C2=NS(=O)(=O)N(C)C(C(=O)N3CCC4(CC3)OCCO4)=C2)cc1OC	-4	-4	-5	4	-16	-4	0	3	18	-4
CCCCc1nc2ccccc2c(=O)n1-c1ccc(O)cc1	2	-4	-1	41	-22	3	24	3	8	1
C=CC12CN(C)[C@@H]3C4CO[C@H](C[C@H]41)[C@]1(C(=O)Nc4ccccc41)[C@@H]32 (some centres undefined)	0	-2	.	13	.	-4	1	-1	9	.
COc1ccccc1OCC(=O)Nc1ccc(Cl)cc1C(=O)c1ccccc1	-1	-11	1	11	-24	-7	3	0	33	3
Cc1cc(=O)oc2cc(OCC(=O)N3CCN(Cc4ccc5c(c4)OCO5)CC3)ccc12	-11	-21	-5	15	-30	1	7	3	13	-1
CCOC(=O)c1c(C)[nH]c(C(=O)C(Cc2ccccc2)N(C)C)c1C (centres undefined)	2	0	-2	6	-8	2	11	3	-5	2

# Copied from above (5 entries):
compound	GSK3A inh	Platelet DG rel	IEC-6 tox	HSF-1 act	KLF5 inh	DYRK1A inh	HSF1 inh	GSK3beta inhib	aSyn 5UTR inh	HSP90 refold inh
CCCCc1nc2ccccc2c(=O)n1-c1ccc(O)cc1	2	-4	-1	41	-22	3	24	3	8	1
C=CC12CN(C)[C@@H]3C4CO[C@H](C[C@H]41)[C@]1(C(=O)Nc4ccccc41)[C@@H]32 (some centres undefined)	0	-2	.	13	.	-4	1	-1	9	.
COc1ccccc1OCC(=O)Nc1ccc(Cl)cc1C(=O)c1ccccc1	-1	-11	1	11	-24	-7	3	0	33	3
Cc1cc(=O)oc2cc(OCC(=O)N3CCN(Cc4ccc5c(c4)OCO5)CC3)ccc12	-11	-21	-5	15	-30	1	7	3	13	-1
CCOC(=O)c1c(C)[nH]c(C(=O)C(Cc2ccccc2)N(C)C)c1C (centres undefined)	2	0	-2	6	-8	2	11	3	-5	2

# Next part:
compound	GSK3A inh	Platelet DG rel	IEC-6 tox	HSF-1 act	KLF5 inh	DYRK1A inh	HSF1 inh	GSK3beta inhib	aSyn 5UTR inh	HSP90 refold inh
O=P1(NC2CCCC2)COc2ccccc2OC1	-3	-5	-13	-13	-13	-5	6	-11	4	-1
COc1ccccc1CN1CCCCC1c1cccnc1 (centres undefined)	-2	6	-2	0	-44	-14	0	0	16	0
CC(C)(C)C(=O)Cn1c(NCCCl)nc2ccccc21	0	-14	3	-3	-4	11	-4	1	10	-1
COc1ccc(CCNCc2ccccn2)cc1OC	-2	2	2	-1	-41	1	-12	3	10	-5
CCC(C)(C)n1nnnc1CN1CCC(n2c(C)nc3cc(C(F)(F)F)ccc32)CC1	10	-1	-2	.	-17	6	.	-2	20	4
COC(=O)CSC1=NN1c1cc(C)nc(N)n1	.	-3	-4	5	-29	9	5	2	-45	4
COc1ccc(C(=O)C2CCCN(Cc3cccc(C)n3)C2)c(OC)c1 (centres undefined)	0	7	-4	-1	7	-4	-4	2	1	-3
CCOc1ccc(CNCCc2ccc3c(c2)OCO3)cc1	1	-10	-1	-4	-12	3	-1	2	-1	5
O=C(c1ccc(N2CCCCCC2)c([N+](=O)[O-])c1)N1CCC2(CC1)OCCO2	0	2	1	-4	-7	.	-2	2	5	0
COc1ccc(CCn2c(O)c(C=NC3CC3)c(=O)[nH]c2=O)cc1OC	7	-2	-2	3	-43	-9	-1	-2	-2	-2
CCOc1cc(C2NCc3ccccc3-n3cccc32)ccc1OC (centres undefined)	3	12	-4	4	-11	-6	-2	2	10	-3
COc1ccc(CNCC(=O)N2CCC3(CC2)OCCO3)cc1	-4	6	0	-8	-21	9	3	4	9	2
O=c1[nH]c(O)c(N=Nc2ccc(SC(F)F)cc2)c(=O)[nH]1	-1	6	3	20	-51	-6	-1	0	-41	3
NC(=O)c1ccc(C(=O)Nc2ccc([As](=O)(O)O)cc2)cc1	-5	2	2	-14	0	.	-7	0	-12	1
Cc1cc(C)cc(OCCOc2cccc(C=C3C(=O)NC(=O)NC3=O)c2)c1	-5	4	-4	23	-42	-2	5	4	-22	3
C=CCn1c(=O)c(C=Nc2cccnc2Cl)c(O)n(CCCC)c1=O	3	1	-2	11	-28	2	-1	2	-5	1
Cc1ccccc1-n1c(O)c(C=Nc2ccc3c(c2)OCO3)c(=O)[nH]c1=O	-1	-3	2	13	3	3	12	0	-50	3
Clc1ccc(OCC#CCN2CCCCCC2)cc1	1	-1	3	-23	-20	-1	-3	-2	-52	-2
CCOC(=O)c1cc(C)sc1/N=C/C1C(=O)NC(=S)NC1=O	2	1	-2	12	-7	-4	-9	8	24	2
COC12C(COC(N)=O)C3=C(C(=O)C(C)=C(N)C3=O)N1CC1C2N1C (centres undefined)	1	-4	5	20	14	10	3	-1	-3	13
COc1ccc(C(C)=O)cc1CC(C(=O)c1ccc(Br)cc1)N(C)C (centres undefined)	-2	3	1	8	-20	0	-1	-1	-4	0
C[C@]12CCC3[C@@H](CCC4=CC(=O)CC[C@@]43C=O)C1CCC2=O (some centres undefined)	9	-8	10	3	-16	-1	-3	0	6	3
CCC(=NCc1cc(OC)cc(OC)c1)c1c(O)n(C)c(=O)n(C)c1=O	3	-5	-1	3	-30	-8	-1	.	14	-4
CCN1/C(=C\C=C\C2=[N+](CC)c3ccccc3C2(C)C)C(C)(C)c2ccccc21	36	16	64*	-15	84*	15	1	-32	104*	6
CCOCCCn1c(N)c(C(=O)Nc2sc3c(c2C(=O)OC)CCCC3)c2nc3ccccc3nc21	2	3	0	1	-43	4	1	2	4	9
O=P(/C(=N/O)N1CCOCC1)(N1CCOCC1)N1CCOCC1	-2	3	0	2	1	0	7	-1	6	-2
COC(=O)C1=C(c2cc3ccccc3o2)C[C@@H]2CC[C@H]1N2C(=O)NCCNC(C)=O	1	1	.	-40	.	4	-31	1	6	.
O=c1c2ccccc2nc(-c2ccccc2)n1-c1ccc(O)cc1	-1	7	-6	10	-17	-4	11	1	-14	-3
C=CCn1c(O)c(C=Nc2c(C)n(C)n(-c3ccccc3)c2=O)c(=O)[nH]c1=O	7	11	-6	-14	-13	0	6	-1	4	-2
COc1ccc2c(c1OC)C(=O)OC2C1c2cc3c(cc2CCN1C)OCO3 (centres undefined)	1	10	-6	6	-15	0	-1	2	-2	-5
Cc1nc2ccc(Cl)cc2c(=O)n1-c1ccc([N+](=O)[O-])cc1	-2	8	4	-4	-37	4	-4	-2	11	6
COc1cc(/C=C/[N+](=O)[O-])ccc1OC(=O)c1cccnc1	-3	-2	3	39	-32	-4	23	2	-59	2
CCOCCN1CCC(OC(C)=O)C(C)C1 (centres undefined)	0	3	1	-7	-28	-3	0	-3	12	-3
O=C(CN1CCN(Cc2ccc(Cl)cc2)C1=O)N1CCC2(CC1)OCCO2	-2	-1	-3	2	-5	-5	3	3	19	-3
CN(C)S(=O)(=O)c1cc(NC(=O)C[N+]23CCN(CC2)CC3)ccc1Cl	-2	-6	-4	10	-1	-2	2	5	23	2
CCOC(=O)C(O)(c1ccc(NC(=O)c2ccco2)c(OC)c1)C(F)(F)F (centres undefined)	0	6	4	-14	26	-3	-5	1	11	-3

# Three compounds drawn at random from the list so far, as already listed:
compound	GSK3A inh	Platelet DG rel	IEC-6 tox	HSF-1 act	KLF5 inh	DYRK1A inh	HSF1 inh	GSK3beta inhib	aSyn 5UTR inh	HSP90 refold inh
Cc1nc2ccc(Cl)cc2c(=O)n1-c1ccc([N+](=O)[O-])cc1	-2	8	4	-4	-37	4	-4	-2	11	6
COc1ccc2c(c1OC)C(=O)OC2C1c2cc3c(cc2CCN1C)OCO3 (centres undefined)	1	10	-6	6	-15	0	-1	2	-2	-5
COC(=O)C1=C(c2cc3ccccc3o2)C[C@@H]2CC[C@H]1N2C(=O)NCCNC(C)=O	1	1	.	-40	.	4	-31	1	6	.

# (cont.)
compound	GSK3A inh	Platelet DG rel	IEC-6 tox	HSF-1 act	KLF5 inh	DYRK1A inh	HSF1 inh	GSK3beta inhib	aSyn 5UTR inh	HSP90 refold inh
CCN1C(=O)/C(=C/c2ccc3c(c2)CCN3CCCCl)C(=O)NC1=S	-2	-2	-9	-2	-14	3	4	-1	-9	-3
Cn1cc(C(=O)NP(=O)(N2CCOCC2)N2CCOCC2)c2ccccc21	0	9	2	-7	-11	-2	-1	-2	-7	8
CN(C)C(=Nc1ccccc1)P(=S)(N(C)C)N(C)C	-2	9	0	4	-10	-2	-1	2	6	2
O=c1c2ccccc2nc(/C=C/c2ccccc2)n1-c1ccccc1O	-2	0	8	6	-35	8	6	0	-29	-3
CCOC(=O)c1ccc(N=C(c2ccccc2)c2c(O)n(C)c(=O)n(C)c2=O)cc1	-2	14	8	-23	-26	.	-15	1	-9	2
CC(C)CC(NC(=O)C1CCCCC1)C(=O)N1CCC2(CC1)OCCO2 (centres undefined)	0	-5	-1	13	-11	-3	1	0	-23	0
Cc1c(N=Cc2c(O)n(Cc3ccco3)c(=O)[nH]c2=O)c(=O)n(-c2ccccc2)n1C	-1	-15	-5	30	-6	2	1	2	22	0
N#CC(C#N)=NNc1ccc(-n2ccc(C(F)(F)F)n2)cc1	3	0	13	-9	-23	0	-20	2	-5	4
COc1cccc(Oc2coc3cc(OC(=O)N(C)C)ccc3c2=O)c1	0	-4	-4	-48	-8	2	-35	4	-10	1

# Single records, as listed above:
# `N#CC(C#N)=NNc1ccc(-n2ccc(C(F)(F)F)n2)cc1` as listed: GSK3A inh: 3; Platelet DG rel: 0; IEC-6 tox: 13; HSF-1 act: -9; KLF5 inh: -23; DYRK1A inh: 0; HSF1 inh: -20; GSK3beta inhib: 2; aSyn 5UTR inh: -5; HSP90 refold inh: 4
# `CN(C)C(=Nc1ccccc1)P(=S)(N(C)C)N(C)C` as listed: GSK3A inh: -2; Platelet DG rel: 9; IEC-6 tox: 0; HSF-1 act: 4; KLF5 inh: -10; DYRK1A inh: -2; HSF1 inh: -1; GSK3beta inhib: 2; aSyn 5UTR inh: 6; HSP90 refold inh: 2
